# Screening results from PubChem BioAssay.
# GSIS activator = GLuc luminescence reporter in INS-1E cells, primary screen for activators of glucose-dependent secretion of insulin | actives 0.61% (n = 370,000) | INS-1E GLuc reporter insulin secretion, 2-3 h | activation, % at 16.6 µM;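 active = lowest replicate activation of at least 40%, so every replicate reaches that level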;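 also: 0% = median of neutral control wells and 100% = median of IBMX positive control wells; some compounds called inactive have numbers as strong as hits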
# LGR2 antag = inhibitors of bursicon-induced LGR2 CRE-luciferase signal, primary screen, cell-based, HEK293, CRE-luciferase reporter, bursicon stimulation | Drosophila bursicon receptor LGR2 (rickets) | bursicon-stimulated, 4 h | inhibition, % at 9.99 µM | actives 0.35% (n = 380,000) | AID 720647, 2013;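 active = drop in luminescence signal, shown as inhibition above about 50% in the replicate tests, limit read from the data, passing the limit was not always enough; inconclusive = probably only some replicates passing the limit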;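 also: agonist challenge used bursicon conditioned medium at about half maximal strength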
# C2C12 statin = suppressors of statin myotoxicity in C2C12 myotubes, primary screen, cell-based, single point, plate reader | rescue of ATP level, % at 7.49 µM | actives 0.78% (n = 330,000) | AID 602340, 2012 | C2C12 myotubes + simvastatin, ATP luminescence, 48 h; scaled: DMSO 0, geranylgeraniol control 100;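 active = mean ATP rescue above about 67%, or every replicate alone reaching that limit, limit read from the data, passing the limit was not always enough; inconclusive = no clear call, values can overlap the other calls; inactive = mean under the limit and some replicate under it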;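 also: myotubes were challenged with 10 µM simvastatin during compound exposure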
# PglD inh = C. jejuni PglD acetyltransferase inhibitors, primary screen, biochemical, DTNB colorimetric, single point. actives 0.098% (n = 360,000). AID 602405, 2012. purified PglD enzyme, DTNB colorimetric CoA detection. inhibition, % at 12.5 µM; in the data active = inhibition above about 16%, passing the limit was not always enough; inconclusive = no clear call, values can overlap the other calls; also: strong numbers were not always called active
# PAX8 reporter = inhibitors of PAX8-driven TPO luciferase reporter, primary screen, RMG-I cells, single concentration; SteadyGlo, 24 h; inhibition, % at 12.6 µM; actives 1.2% (n = 360,000);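 active = mean replicate inhibition at least 60% with every replicate also reaching 60%; inconclusive = only one of the two criteria is met; inactive = mean below 60% and not all replicates reaching 60%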;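 also: luciferase light reporting Pax8 driven TPO promoter activity; plate controls were median of neutral control wells for no effect and mitoxantrone controls for full effect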
# Cneo AK release = Cryptococcus neoformans cell lysis inducers, primary screen, AK release luminescence, single concentration. C. neoformans lysis, adenylate kinase release luminescence, 4 h; normalised: neutral wells 0, clomiphene wells 100. lysis activity, % at 15 µM. actives 0.2% (n = 360,000). AID 651654, 2012;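 active = mean lysis activity across replicates of at least 80%, whatever share of replicates individually reach that level; inactive = mean lysis activity below 80%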
#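 Material: C. neoformans cells; Schedule: 4 h static compound exposure, 37 °C, read 1 h post-reagent; Measured by: adenylate kinase release luminescence; Read-out: signal increase indicating cell lysis; Controls: Clomiphene as positive lysis control.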
# PGC1a acetyl inh = inhibitors of PGC1a acetylation signal, primary screen, cell-based, U2OS, AlphaScreen, inhibitor mode. AlphaScreen anti-acetyl-lysine; with virally co-expressed GCN5 acetyltransferase. inhibition, % at 15.6 µM. actives 0.17% (n = 350,000);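 active = every replicate shows inhibition of at least 40%; inconclusive = mean inhibition at least 40% but some replicate below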;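 also: 0% = neutral control wells and 100% = positive control wells; some results beyond the cut were filed as inactive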
# ARNT-TACC3 inh = disruptors of ARNT/TACC3 protein interaction, primary screen, biochemical, AlphaScreen, single concentration; AlphaScreen His-ARNT PAS-B/GST-TACC3 binding, luminescence; TACC3 fragment carries E629A point mutation; inhibition, % at 9.99 µM; actives 0.66% (n = 390,000); AID 623870, 2012;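 active = mean inhibition of replicates at least 50% and at least half of replicates each reaching 50%; inconclusive = half or more replicates reach 50% but mean below 50%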;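 also: 0% = complete ARNT plus TACC3 wells and 100% = ARNT alone without TACC3; many hits fall short of the cut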
# Starred values were filed as active, the others as inactive; ? = inconclusive; / = no result given.
SMILES,GSIS activator,LGR2 antag,C2C12 statin,PglD inh,PAX8 reporter,Cneo AK release,PGC1a acetyl inh,ARNT-TACC3 inh
O=C(CCN1C(=O)/C(=C\c2cccs2)SC1=S)Nc1ccccn1,-14,-30,10,4,7,1,-9,7
COc1cccc(/C=N/NC(=O)c2nnn(-c3nonc3N)c2C(C)C)c1,-5,-2,-14,-1,-8,1,-1,/
CC(=O)C1(C)C(=O)N(c2ccc(C)cc2)C(=O)N1c1ccc(C)cc1 (stereo unspecified),-4,8,/,/,-16,/,/,-3
CC(CC(=O)Nc1ccc(S(=O)(=O)Nc2ncccn2)cc1)c1ccccc1 (stereo unspecified),2,7,25,-1,8,0,22,-5
O=C(Nc1cccc(S(=O)(=O)N2CCOCC2)c1)C1COc2ccccc2O1 (stereo unspecified),3,12,10,0,-14,0,/,-4
CCn1c(N2CCN(C(=S)NCC(C)C)CC2)nc2ccccc21,-11,-5,-32,1,/,1,-1,-1
O=C(Oc1ccccc1)N1CCCCC1,-18,-10,-2,0,/,1,15,/
CC(C)c1ccc(OCc2nnc(SCC(=O)N3CCCCC3)o2)cc1,-25,7,-62,3,-17,-2,7,-2
Cc1ccc2[nH]c(=O)c(CN(CCCO)S(=O)(=O)c3c(C)ccc4nsnc34)cc2c1,1,-15,7,3,/,0,0,3
Nc1c(NCCC2=CCCCC2)c(=O)[nH]c(=O)n1Cc1ccccc1,/,/,/,6,/,3,8,-16
Cc1cc(C)c(S(=O)(=O)N2CCN(C(=O)c3cc4ccccc4oc3=O)CC2)c(C)c1,-35,-13,16,1,12,-1,1,4
CCOc1cccc(NC(=O)C2CC(=O)N(C)C(=Nc3ccccc3)S2)c1 (stereo unspecified),-23,14,-6,/,/,/,/,25

# 3 of the entries above in order of their number in ARNT-TACC3 inh, descending:
smiles | GSIS activator | LGR2 antag | PglD inh | PGC1a acetyl inh | ARNT-TACC3 inh
CCOc1cccc(NC(=O)C2CC(=O)N(C)C(=Nc3ccccc3)S2)c1 (stereo unspecified) | -23 | 14 | / | / | 25
O=C(Nc1cccc(S(=O)(=O)N2CCOCC2)c1)C1COc2ccccc2O1 (stereo unspecified) | 3 | 12 | 0 | / | -4
Nc1c(NCCC2=CCCCC2)c(=O)[nH]c(=O)n1Cc1ccccc1 | / | / | 6 | 8 | -16

# Returning to the listing with the 2 entries that preceded the break.
SMILES,GSIS activator,LGR2 antag,C2C12 statin,PglD inh,PAX8 reporter,Cneo AK release,PGC1a acetyl inh,ARNT-TACC3 inh
Cc1cc(C)c(S(=O)(=O)N2CCN(C(=O)c3cc4ccccc4oc3=O)CC2)c(C)c1,-35,-13,16,1,12,-1,1,4
CCOc1cccc(NC(=O)C2CC(=O)N(C)C(=Nc3ccccc3)S2)c1 (stereo unspecified),-23,14,-6,/,/,/,/,25
C[C@@H]1CCCCO[C@@H](CN(C)C(=O)Nc2ccccc2)[C@@H](C)CN([C@H](C)CO)C(=O)c2cc(NC(=O)C3CCCCC3)ccc2O1,-6,9,/,1,6,0,9,-1
COCC(C)NC(=O)c1cc(-c2ccccc2OC)on1 (stereo unspecified),4,/,/,-10,/,14,12,-5
O=C(O)CC(CC(=O)Nc1nncs1)c1ccccc1 (stereo unspecified),/,/,-2,-11,6,0,/,-5
O=C(O)C1CC=CCC1C(=O)Nc1cccc(F)c1 (stereo unspecified),/,/,6,1,/,0,/,1
CC(C)NC(=O)N(C)C[C@@H]1OCCCC[C@@H](C)Oc2ccc(NC(=O)CCCN(C)C)cc2C(=O)N([C@@H](C)CO)C[C@H]1C,5,-24,/,1,-8,1,0,-7
O=C1CCCC2=C1C(c1ccco1)Nc1ccc(C(=O)c3ccccc3)cc1N2 (stereo unspecified),/,/,-5,0,/,-6,8,/
COc1ccccc1C#Cc1ccc2c(c1)[C@H]1[C@H](CCN1S(=O)(=O)c1ccccc1)[C@H](CO)N2,21,-5,-28,3,46,60,-12,6
COc1ccc(OCCn2cc(/C=N/NC(=O)c3ccncc3)c3ccccc32)cc1,-14,-2,/,/,-3,/,/,11
Cc1ccc(S(=O)(=O)/N=C2/NC(=O)/C(=C/c3cc([N+](=O)[O-])ccc3O)S2)cc1,3,-5,27,-8,5,0,/,/
Cc1cc(N2CCC(C(=O)NC3CC3)CC2)nc(-c2ccccc2)n1,/,/,/,0,/,-1,1,-4
COc1ccc(CN2CCNC(=O)C2CC(=O)NC2CC(C)(C)CC(C)(C)C2)cc1OC (stereo unspecified),-8,3,-4,0,-9,-2,6,1
CCCCn1c(N)c(N(CC(C)C)C(=O)C2CSC3(C)CCC(=O)N23)c(=O)[nH]c1=O (stereo unspecified),1,6,-1,-2,8,7,/,-3
CCCNC(=O)C(Cc1ccc(F)cc1)NC(=O)c1ccc(C#N)cc1 (stereo unspecified),-8,11,-8,-1,-24,0,-2,-5
CCCn1nnc(NC(=O)c2cccc(Cl)c2)n1,26,4,-18,-4,/,27,8,-4
COCCNC(=O)[C@H]1[C@H](CO)[C@H]2Cn3c(ccc(-c4ccccc4OC)c3=O)[C@H]2N1C(=O)C1CCC1,8,7,/,/,-20,/,2,/
CN(C)c1ccc(/C=C/C(=O)c2cc(Cl)ccc2O)cc1,17,-57,-9,/,-50,/,/,2
COc1cc(C=O)ccc1OCC(=O)N1CCCC1,5,-15,/,/,14,/,/,4
CCOC(=O)CSC1=C(C#N)C(c2ccccc2OCC)C(C#N)C(=O)N1 (stereo unspecified),/,/,-29,-1,/,0,1,3
COc1ccc(/C=N/NC(=O)c2ccoc2C)cc1COc1c(C)cccc1C,/,/,-117,-4,2,0,-2,4
COc1ccc(F)cc1S(=O)(=O)NCC1CCCO1 (stereo unspecified),0,9,-2,0,11,1,0,1
CCOCCCNC(=O)c1ccc2c(c1)N(Cc1ccccc1)C(=O)CS2=O (stereo unspecified),-9,-1,6,3,-2,0,4,/
CCc1ccc(OCC(O)Cn2c(N3CCCCC3)nc3c2c(=O)[nH]c(=O)n3C)cc1 (stereo unspecified),-9,10,5,0,26,0,4,2
Fc1cc(F)cc(-c2oncc2-c2nnnn2-c2ccccc2)c1,17,/,/,-2,-4,0,/,-1
CCCn1nnnc1SCC(=O)c1ccc(NC(C)=O)cc1,/,/,/,-2,-8,0,2,-7
O=C(Nc1ccc(Cl)cc1)N[C@@H]1CC[C@@H](CCn2cc(C3(O)CCCC3)nn2)O[C@@H]1CO,-35,9,8,-1,5,-1,2,-7
CC(NCCC(Cc1ccccc1)c1ccco1)c1ccccc1 (stereo unspecified),-32,7,1,-1,16,5,3,-1
CC1CCN(c2nc3ccc(C(=O)NCCCN4CCCCC4C)cc3s2)CC1 (stereo unspecified),11,-5,-23,1,19,-1,-23,0
C[C@@H]1CN([C@H](C)CO)C(=O)CCCn2cc(nn2)CO[C@H]1CN(C)Cc1ccncc1,4,7,-18,/,-3,/,-6,/
COc1ccc(NC(=O)[C@@H](NC(=O)c2ccccc2)C(C)C)cc1S(=O)(=O)N1CCCCC1,-12,8,/,6,10,-2,-3,-8
CN1C[C@@H]2C(c3ccccc3)C3(c4cccnc4)CC2(C3)[C@H]1c1ccccc1 (stereo partly specified),-12,-4,-25,-2,20,-2,/,14
COc1cccc(-c2nc(CS(=O)(=O)CC(=O)NCCCN3CCOCC3)c(C)o2)c1,-2,5,-1,-3,9,17,-18,-6
C/C(=N\NC(=O)c1cccc(C)c1O)c1ccc(NC(=O)Cc2ccccc2)cc1,-12,-56,/,4,-128,-2,0,-7
Cc1ccc(OCC(=O)NNC(=S)NC(=O)C(C)(C)C)c(Br)c1,-23,-17,51,4,5,-1,4,0
CCN=C1Cn2c(nc3scc(-c4ccccc4)c3c2=O)CN1CC,-20,/,0,3,18,-1,-8,-3
COc1ccc(C2=NOC(CNC(=S)N3CCOCC3)C2)cc1 (stereo unspecified),9,-25,/,/,-58,/,13,0
CCOC(=O)N1CCN(Cc2oc(CO)cc(=O)c2O)CC1,/,/,-5,2,/,2,1,2
N#Cc1nc(-c2ccc(OCc3ccc(Cl)cc3)cc2)oc1NCCCn1ccnc1,/,/,2,-6,/,-2,-5,-3
Cc1ccc([C@H]2C[C@@H](O)[C@H](n3cc(C4CC4)nn3)CN2CC2CCCCC2)cc1,-8,-11,9,-1,-6,1,9,/
O=C1NC(=O)C2C1C(c1ccccc1)N1C3C(=O)NC(=O)C3C(c3ccccc3)N21 (stereo unspecified),8,12,/,2,7,0,-2,/
Cc1cc(Cl)c2oc(C(=O)N3CCC(O)(c4ccccc4)CC3)c(C)c2c1,-5,-13,-7,-5,5,0,/,-5
COc1ccc(CCn2c3c(c(=O)[nH]c2=O)C(NC(=O)c2cccs2)(C(F)(F)F)C(=O)N3)cc1OC (stereo unspecified),/,/,/,-1,-4,-1,/,8
COCC1CCN(Cc2cn[nH]c2-c2ccc(OC)cc2F)C1 (stereo unspecified),4,-8,-7,4,31,2,/,2
CCC(=O)N(Cc1cc(=O)[nH]c2ccccc12)c1ccc(C)cc1,24,14,?,0,32,2,10,2
CC(=O)N1CCN(C(=O)c2ccc(OC3CCN(CCc4ccccc4)CC3)cc2)CC1,-1,2,0,0,0,-2,/,/
Cc1ccc(N(C)S(=O)(=O)c2cccc(C(=O)NC3=NCCS3)c2)cc1,-16,/,/,/,6,/,-12,6
N#C[C@H]1[C@@H](c2ccccc2-c2ccc(F)cc2)[C@@H](CO)N1c1ncc(-c2ccccc2)s1,-8,14,/,/,8,/,-4,/
CC(=O)N(C)C[C@@H]1Oc2cc(C3=CCCC3)ccc2S(=O)(=O)N([C@@H](C)CO)C[C@@H]1C,20,-10,-4,-2,/,14,-4,3
Cc1ccccc1NC(=S)N(CCN(C)C)C(C)c1cccnc1 (stereo unspecified),-2,-1,3,/,13,-2,0,-6
N#Cc1ccncc1S(=O)c1ccc(Cl)cc1 (stereo unspecified),-2,10,2,-7,8,1,1,-31
CN(CC(=O)Nc1ccc(F)cc1)C(=O)COC(=O)/C=C/c1ccc(OC(F)F)cc1,-24,-9,7,-1,11,-2,/,-3
CCCCn1c(N)c(N(Cc2ccccc2OC)C(=O)c2ccc(N3CCCC3=O)cc2)c(=O)[nH]c1=O,5,7,-9,4,8,-2,/,2
CCC(C)[C@H](NC(=O)C1CCN(C(=O)[C@H](Cc2ccccc2)NS(=O)(=O)c2ccc(C)cc2)CC1)C(=O)O (stereo partly specified),16,4,11,6,17,1,/,-3
Cc1ccc(S(=O)(=O)N(C)C[C@@H]2Oc3ccc(NC(=O)CCCCCC(=O)Nc4ccccc4N)cc3CC(=O)N([C@@H](C)CO)C[C@@H]2C)cc1,11,-14,-12,5,20,1,-9,-4
CCOC(=O)c1ccccc1NC(=O)COC(=O)C(CCSC)NC(=O)COc1ccccc1 (stereo unspecified),/,/,14,-6,/,2,-9,-3
COc1ccc(CCNC(=O)COc2ncnc3cc([N+](=O)[O-])ccc23)cc1,3,6,/,/,11,/,/,-7
